pPAFAH FP inh – pPAFAH enzyme inhibitors, primary screen, biochemical, fluorescence polarization, human; recombinant pPAFAH, FP-rhodamine probe fluorescence polarization; AID 463082, 2010; hit rate 1.5% among 330,000; inhibition, % at 3.39 µM;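 active = inhibition above the mean inhibition across the screen plus 3 SD, cut at about 25% in these data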;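 also: inhibitors block binding of the rhodamine activity-based probe so polarization drops; 0% = enzyme with DMSO and 100% = wells lacking pPAFAH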
PREPL inh – PREPL enzyme inhibitors, primary screen, biochemical, fluorescence polarization; inhibition, % at 5.96 µM; Prolyl endopeptidase-like (Homo sapiens), Q4J6C6; hit rate 0.68% among 320,000; recombinant PREPL, fluorescence polarization activity-based probe; AID 2751, 2010; in the data active = inhibition above about 43%;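 also: 0% = enzyme with DMSO and 100% = wells lacking enzyme; many of its hits are not listed in these tables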
PAFAH1B3 FP inh – PAFAH1B3 enzyme inhibitors, primary screen, biochemical, fluorescence polarization, human. Platelet-activating factor acetylhydrolase IB subunit alpha1 (Homo sapiens), Q15102. recombinant PAFAH1B3, FP-rhodamine probe. inhibition, % at 3.39 µM. hit rate 0.28% among 340,000. AID 492972, 2010;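 active = inhibition above the screen-wide average of all tested compounds plus 3 SD, cut at about 25% in these data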;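 also: 0% = enzyme with DMSO only and 100% = wells lacking PAFAH1B3 protein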
Target sequence (Q15102 whole entry, looked up): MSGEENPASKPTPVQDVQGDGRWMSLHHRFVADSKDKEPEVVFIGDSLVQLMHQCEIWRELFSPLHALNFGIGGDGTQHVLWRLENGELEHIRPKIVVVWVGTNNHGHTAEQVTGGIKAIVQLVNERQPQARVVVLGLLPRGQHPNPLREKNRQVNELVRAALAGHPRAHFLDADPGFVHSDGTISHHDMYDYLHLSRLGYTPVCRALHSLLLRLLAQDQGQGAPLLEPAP
PAFAH1B2 FP inh – PAFAH1B2 enzyme inhibitors, primary screen, biochemical, fluorescence polarization, human; inhibition, % at 3.39 µM; recombinant PAFAH1B2, FP-rhodamine activity probe; hit rate 1.2% among 340,000; Platelet-activating factor acetylhydrolase IB subunit alpha2 (Homo sapiens), P68402;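 active = inhibition above the mean of all tested compounds plus 3 SD, cut at about 24% in these data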;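 also: 0% = enzyme with DMSO and 100% = wells lacking PAFAH1B2; many of its hits are not listed in these tables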
LYPLA2 inh – LYPLA2 inhibitors, primary screen, counter-screen for PME1 inhibitor project, biochemical, fluorescence polarization, FP-Rh probe ABPP; AID 2177, 2009; inhibition, % at 5.9 µM; recombinant LYPLA2; Acyl-protein thioesterase 2 (Homo sapiens), O95372; hit rate 0.38% among 320,000;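 active = inhibition above the screen-wide mean plus 3 SD, limit set per campaign, cut at about 26% in these data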;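 also: 0% = LYPLA2 with DMSO and 100% = wells lacking LYPLA2 enzyme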
PAD4 FP inh – human PAD4 inhibitors, primary screen, biochemical, fluorescence polarization, 1536-well format; inhibition, % at 6.36 µM; hit rate 0.41% among 330,000; AID 485272, 2010; Protein-arginine deiminase type-4 (Homo sapiens), Q9UM07; recombinant PAD4, RCA probe fluorescence polarization;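 active = percent inhibition above a cutoff equal to the mean of all tested compounds plus 3 SD, cut at about 15% in these data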;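 also: 0% = PAD4 with RCA probe and DMSO and 100% = probe without PAD4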
Target sequence (Q9UM07 whole entry, looked up): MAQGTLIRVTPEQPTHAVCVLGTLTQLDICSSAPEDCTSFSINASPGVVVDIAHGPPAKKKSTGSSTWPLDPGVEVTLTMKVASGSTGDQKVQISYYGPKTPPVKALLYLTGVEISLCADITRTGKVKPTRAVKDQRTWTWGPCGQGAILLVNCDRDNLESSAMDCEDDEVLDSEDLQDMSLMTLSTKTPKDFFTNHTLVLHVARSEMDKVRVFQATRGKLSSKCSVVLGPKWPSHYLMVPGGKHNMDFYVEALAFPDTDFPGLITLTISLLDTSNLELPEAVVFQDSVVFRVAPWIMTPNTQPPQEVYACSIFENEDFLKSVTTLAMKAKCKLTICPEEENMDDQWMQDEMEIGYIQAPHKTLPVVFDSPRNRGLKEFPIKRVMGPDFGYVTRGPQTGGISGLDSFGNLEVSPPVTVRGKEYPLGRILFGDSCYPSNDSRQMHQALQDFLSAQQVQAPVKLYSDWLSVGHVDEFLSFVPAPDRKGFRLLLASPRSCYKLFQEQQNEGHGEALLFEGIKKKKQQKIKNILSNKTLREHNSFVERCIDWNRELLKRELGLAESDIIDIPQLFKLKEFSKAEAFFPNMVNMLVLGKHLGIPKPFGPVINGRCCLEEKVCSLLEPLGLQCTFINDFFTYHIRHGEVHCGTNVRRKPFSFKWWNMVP
PAFAH2 FP inh – PAFAH2 enzyme inhibitors, primary screen, biochemical, fluorescence polarization, human; Platelet-activating factor acetylhydrolase 2, cytoplasmic (Homo sapiens), Q99487; recombinant PAFAH2, FP-rhodamine activity probe; inhibition, % at 3.39 µM; hit rate 0.99% among 340,000; AID 492956, 2010;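 active = inhibition above the mean over all tested compounds plus 3 SD, cut at about 30% in these data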;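 also: inhibitors block probe labeling of enzyme so polarization drops; 0% = enzyme with DMSO and 100% = wells lacking PAFAH2 protein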
GSTO1 counter – inhibitors of recombinant GSTO1, primary screen, counter-screen for RBBP9 inhibitor project, biochemical, fluorescence polarization. activity-based probe fluorescence polarization. inhibition, % at 5.96 µM. hit rate 1.1% among 300,000;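 active = inhibition above the campaign mean inhibition plus 3 SD, cut at about 35% in these data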;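 also: 0% = GSTO1-1 with DMSO and 100% = wells lacking GSTO1-1 enzyme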
LYPLA1 inh – LYPLA1 inhibitors, primary screen, counter-screen for PME1 inhibitor project, biochemical, fluorescence polarization, FP-Rh probe ABPP; AID 2174, 2009; inhibition, % at 5.9 µM; recombinant LYPLA1; hit rate 0.16% among 320,000;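 active = inhibition above the mean of all tested compounds plus 3 SD, set per campaign, cut at about 14% in these data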;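 also: inhibitors block serine hydrolase probe labeling of LYPLA1 so polarization falls; 0% = enzyme with DMSO and 100% = wells lacking LYPLA1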
Numbers without * were called inactive; x = not tested or not shown; & = joins results of further samples. This is a subset, so the mix of outcomes need not match the whole.

SMILES	pPAFAH FP inh	PREPL inh	PAFAH1B3 FP inh	PAFAH1B2 FP inh	LYPLA2 inh	PAD4 FP inh	PAFAH2 FP inh	GSTO1 counter	LYPLA1 inh
Cc1nnc(SCC(=O)N(C)CC(=O)Nc2ccccc2Cl)s1	5	1	7	4	6	0	-5	1	2
S=C(NCc1cccc(Cl)c1)NC1CCCCC1	-8	-9	6	10	-8	-10	-4	-5	-5
CC(C)N(C(=O)c1ccccc1-c1ccccc1)C(C)C	-5	-6	5	-2	-2	2	-1	-4	-1
O=C(NC1CCCCCCC1)c1cc(F)c(F)cc1Cl	2	-2	-1	7	2	0	-3	3	0
COc1cccc(-n2c(Cc3cc(=O)[nH]c(=O)[nH]3)nnc2SCc2cccnc2)c1	6	-2	3	1	-2	0	-2	3	-1
CC(=O)N(/N=C/c1ccc([N+](=O)[O-])o1)c1nc2ccccc2c(=O)n1-c1ccccc1	0	-20	14	8	8	-2	3	1	3
COc1ccc(CN(C(=O)CN2C(=O)c3ccccc3S2(=O)=O)C(C(=O)NCC2CCCO2)c2ccncc2)cc1 (centres undefined)	6	6	-1	-1	3	-2	4	1	1
CN(C)C(=O)Oc1cccc([N+](C)(C)C)c1	0&-5	4&-6	-8&6	1&0	2	-4&1	-1&-2	6	3
Cn1cc(CNCc2ccc(-n3cccn3)cc2)c(-c2ccccc2F)n1	2	-4	3	-2	2	-2	10	4	0
C[N+]1(C2CCC3CCCC2C3O)CCCC1 (centres undefined)	3	-5	8	-5	-8	4	-7	-3	0
COC(=O)c1ccc(-c2cc(C(=O)O)c3cc4c(cc3n2)OCCO4)cc1	4	4	-2	2	3	-2	0	-9	2
COc1cc(NC(=S)N2CCN(C)CC2)c(OC)cc1Cl	7	3	4	-3	1	0	-4	0	-2
Cc1cc2ncc(S(=O)(=O)C(C)(C)C)c(N)n2n1	2	0	3	0	-6	-2	-5	4	-1
COc1ccc(Cc2nnc(NC(=O)Nc3ccccc3F)s2)cc1	-1	-11	1	-3	-6	-6	-8	-5	-3
COC(=O)[C@@H](NC(=O)N1CCC(C)CC1)C(C)C	2	6	4	8	-6	1	-5	-2	0
COc1ccc(S(=O)(=O)NCCNC(=O)N2CCOCC2)cc1	-1	4	-5	6	7	-3	2	3	-1
CC(C)CN1C(=O)NC2(CCCc3ccccc32)C1=O (centres undefined)	1	-1	11	-1	-2	-3	3	2	0
COc1cc(=O)n(C)c2c(OCC3OC(C)(C)OC3(C)C)cccc12 (centres undefined)	2	-3	-2	3	0	1	1	-3	0
O=C(NCC(=O)N1CC(O)CC1C(=O)N1CCCC1C(=O)OCc1ccccc1)OCc1ccccc1 (centres undefined)	-1	15	-6	1	-1	-2	4	9	2
CC(=O)Nc1ccc(S(=O)(=O)NCC(=O)OCC(=O)NCc2ccco2)cc1	-5	-4	9	-2	7	-2	2	-1	3
COc1ccc2nc(NC(=O)C3CCCN(S(=O)(=O)c4c(C)noc4C)C3)sc2c1 (centres undefined)	-2	1	2	2	-19	-5	3	3	-6
Cc1ccccc1C(=O)NC(=S)NCc1ccccc1	2	0	4	-3	4	-1	-3	7	-1
Cc1c(S(=O)(=O)Nc2ccc3c(c2)OCCO3)c(=O)n(C)c(=O)n1C	1	-3	-7	1	-5	0	-3	2	2
CC(=O)Nn1cc2c(c1-c1ccccc1)c(=O)n(C)c(=O)n2C	-2	1	10	-2	6	-1	-5	-3	-1
CCOC(=O)C1CCCN(C/C(O)=C(\C#N)c2nc(-c3ccc(Cl)cc3)cs2)C1 (centres undefined)	9	16	4	6	-1	-2	10	16	1
C#CC(=O)N(c1ccc(OC)c(OC)c1)C(C(=O)NC1CCCC1)c1cccs1 (centres undefined)	-1	-7	6	-5	-1	5	3	48*	1
Cc1ccc(C(=O)Nc2ccc(NC(=O)c3cccs3)cc2)c(C)c1	-4	0	6	-1	-10	-4	-6	13	-3
CCCNC(=O)C(Cc1ccc(Cl)cc1)NC(=O)c1ccc(C#N)cc1 (centres undefined)	-2	8	2	2	1	-8	5	x	-2
Cn1c(=O)c(NC(=O)c2ccccc2)c2n(c1=S)CCCCC2	3	1	0	2	0	-3	-2	0	-3
O=C(Cc1ccccc1)N/N=C/C=C/c1cccc([N+](=O)[O-])c1	2	0	-1	-2	-3	1	-4	3	-2
Cc1sc(-c2ccccn2)nc1OC(=O)c1ccc(Cl)c(Cl)c1	-2	-5	7	4	-6	1	-1	-1	1
COCCCN(C(=O)C1CCCCC1)c1c(N)n(Cc2ccccc2)c(=O)[nH]c1=O	1	29	2	1	x	5	-1	x	x
O=S(=O)(N1CCCCC1)N1CCN(c2ccc(F)cc2)CC1	-4	-3	6	9	-4	2	7	-7	-4
Cc1c(C(=O)N2CCN(c3ccc([N+](=O)[O-])cc3)CC2)oc2ccccc12	8	20	8	3	8	-2	-2	x	0
CCOC(=O)C1CCCN(Cc2cc(Br)ccc2OC)C1 (centres undefined)	6	3	5	9	6	-4	5	-3	1
O=C(CN1CCN(C(=O)c2cccc(F)c2)CC1)NC1CCCCC1	-2	-5	x	x	2	1	x	-5	3
O=C(COC(=O)Cc1ccsc1)NCc1ccccc1	6	14	3	-3	-4	-4	8	-2	-1
COCCN(C(=O)CCC(=O)Nc1cc(C)on1)C(C(=O)NC1CCCC1)c1ccc(C(C)C)cc1 (centres undefined)	11	4	4	-1	1	2	-1	-2	-1
COc1ccc(NC(=O)CCCCCn2nnc3ccccc3c2=O)cc1OC	5	11	0	4	-4	2	2	0	-1
Cc1nnc(SCc2ccccc2)n1N	-1	10	5	8	2	-3	5	-1	-4
CN(C)/C=N/c1cc(=O)n(C)c(=O)n1Cc1ccccc1	7	3	-4	8	3	-2	0	3	2
COc1ccc(S(=O)(=O)Cc2ccc(C(=O)NCc3ccc(C)cc3)o2)cc1	9	-3	1	9	4	1	-4	2	-1
O=C(COC(=O)c1cccc2ccccc12)NCC1CCCO1 (centres undefined)	8	10	4	-1	1	0	6	-4	-1
Cc1ccc(OCC(O)CN2CCN(c3ccc(C)cc3)CC2)cc1 (centres undefined)	5	2	10	-1	3	1	0	2	-3
COC(=O)Nc1nc2ccc(C(=O)c3cccs3)cc2[nH]1	-4	17	6	-1	-1	-10	8	5	-1
CCCOc1ccc(-c2cn3ccccc3n2)cc1	3	8	6	-6	3	-2	-1	-1	-1
Cc1cc(Sc2nnc(N)s2)c2ccccc2n1	-1	9	8	4	2	3	7	-16	-1
COc1cc(/C=C2\SC(c3ccc(C)cc3)=NC2=O)ccc1O	6	15	2	6	-9	-2	19	5	-6
Cc1nc2ccccc2n1C(=O)c1ccc(Cl)cc1[N+](=O)[O-]	-7	12	8	5	-7	-4	-2	4	0
CCn1c(Cc2ccccc2)nnc1SCC(=O)Nc1ccccc1N1CCOCC1	5	4	1	3	3	2	0	-9	-2
C=CCSc1nnc(Cc2cc(=O)[nH]c(=O)[nH]2)n1-c1cc(C)ccc1C	-2	16	6	-5	-3	3	-2	0	0
CCc1cc(C(=O)Nc2ccc(C)cc2Br)cs1	6	19	-1	-4	-4	-2	0	4	-2
O=C1CCN(CCc2ccccc2)CCN1[C@H](COc1ccccc1)c1ccccc1	9	-27	2	2	4	3	5	2	0
Cc1cccc(OCC(=O)Nc2ccc(C(=O)c3ccc(C(=O)O)cc3)cc2)c1	5	-7	11	1	4	0	2	-5	2
CC(C)(C)NC(=O)CSc1nncn1NCc1c(Cl)cccc1Cl	3	-6	12	8	14	0	-6	3	9
CCc1ccccc1NC(=O)CN(C)C(=O)COC(=O)c1ccco1	5	6	-1	2	x	-1	5	x	x
O=c1c2c(nc3nc(NCc4cccc5ccccc45)[nH]n13)CCC2	-4	16	5	2	0	-4	7	-5	-1
Cc1ccc(NC(=O)Cc2ccccc2)cc1S(=O)(=O)N1CCOCC1	4	11	8	5	x	-1	1	x	x
CCC(=O)c1c[nH]c(C(=O)NCc2ccccc2OC)c1	6	0	6	1	-1	-7	-3	-2	3
Nc1cccc(O)c1	6	10	1	1	1	-5	4	x	2

Additional compounds follow:
SMILES	pPAFAH FP inh	PREPL inh	PAFAH1B3 FP inh	PAFAH1B2 FP inh	LYPLA2 inh	PAD4 FP inh	PAFAH2 FP inh	GSTO1 counter	LYPLA1 inh
Cc1ccc(-n2c(SCC(=O)Nc3ccc(C(=O)O)cc3)nnc2-c2ccncc2)cc1	4	-3	3	-1	1	-3	-7	-1	3
CCCc1nc2scc(-c3ccc(C)cc3)c2c(=O)n1N	1	0	3	-3	-2	2	12	2	-3
COCc1nc(-c2ccc(-c3ccc(C)cc3)nc2OC)no1	15	-40	0	0	-4	-1	-2	-4	-2
Cc1nc2ccccc2cc1C(=O)NCc1ccco1	5	-8	-2	-2	5	1	3	-1	4
Cc1cc(C(=O)Nc2ccc(Cl)c(S(=O)(=O)N3CCOCC3)c2)c2ccccc2n1	-5	9	2	2	-7	-2	6	x	-6
O=c1[nH]c(NCCO)nnc1Cc1ccc(Cl)cc1	2	10	-2	0	0	0	-1	2	2
CCS(=O)(=O)N1Cc2ccccc2CC1C(=O)Nc1ccc(OC)c(OC)c1 (centres undefined)	8	9	0	1	2	-1	-9	2	-3
Cc1cc(NS(=O)(=O)c2ccc(NC(=O)c3ccc(F)cc3)cc2)nc(C)n1	1	6	-4	4	x	-2	-3	x	x
O=C1CCC(C(=O)OC(C(=O)Nc2cc(Cl)cc(Cl)c2)c2ccccc2)=NN1 (centres undefined)	1	-18	4	7	-3	-1	0	x	-8
Cc1ccccc1C(=O)NC1CCN(CC(=O)N2CCCCC2C)CC1 (centres undefined)	-3	0	2	-2	0	-1	3	12	9
O=P(O)(O)C(O)C(F)(F)C(F)(F)C(F)(F)C(F)F (centres undefined)	7	-11	7	5	-2	3	-2	2	-5
Cn1nnnc1SCC(=O)NC(=O)c1cccc([N+](=O)[O-])c1	2	-4	-3	-3	4	1	2	4	1
O=C(Nc1ccc(N2CCOCC2)c(Cl)c1)c1ncn[nH]1	1	-2	9	7	2	0	1	-1	0
Cc1cc(=O)oc2cc(OCC(=O)OCC(=O)NCc3ccc4c(c3)OCO4)ccc12	-8	-2	8	-1	-3	-5	-15	2	-2
CCCCC(CC)CNC(=O)CCCCn1c(=O)[nH]c2ccsc2c1=O (centres undefined)	5	-13	-4	9	3	-5	-5	4	1
COc1ccccc1NC(=O)COC(=O)c1cnc(C)cn1	-2	2	8	4	-5	0	-4	0	-4
Cc1[nH]c2ccccc2c1/C=N/Nc1nc2ccccc2[nH]1	15	53*	x	x	-9	-6	x	-22	-10
Cc1ccc(-c2nc(N)sc2CC(=O)OCC(=O)NCCC(C)C)cc1	11	13	2	8	-1	-2	0	0	-5
CSc1ccc(/C=C/C(=O)Nc2ccccc2)cc1	-1	17	13	1	-13	-2	7	1	-3

High-throughput results as filed in PubChem BioAssay.
